# Compound activity as filed in PubChem BioAssay.
# SARS 3CLpro inh – SARS-CoV 3CLpro protease inhibition. P0C6X7. recombinant SARS-CoV 3CLpro, quenched FRET peptide cleavage. inhibition, % at 6 µM. 290,000 tested, 0.14% active. AID 1706; in the data active = inhibition above about 12%
# Anthrax LF prot – blocks Bacillus anthracis lethal factor protease. P15917. multiplex microsphere protease cleavage assay, LF. inhibition, % at 10 µM. 360,000 tested, 0.12% active; also: plate controls were buffer without enzyme for full effect and enzyme alone for no effect
# VHR inh abs – inhibitors of human VHR1 phosphatase (DUSP3); 290,000 tested, 0.52% active; inhibition, % at 13.3 µM; recombinant VHR phosphatase, pNPP absorbance; P51452; in the data active = inhibition above about 50%; also: some compounds called inactive have numbers as strong as hits
# Target sequence (P51452 whole entry, looked up): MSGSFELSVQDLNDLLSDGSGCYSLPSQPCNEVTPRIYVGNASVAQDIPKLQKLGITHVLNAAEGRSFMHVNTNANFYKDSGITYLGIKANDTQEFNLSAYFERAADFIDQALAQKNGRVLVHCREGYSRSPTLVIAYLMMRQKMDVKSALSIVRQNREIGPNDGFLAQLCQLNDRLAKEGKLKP
# BoNT A protease – BoNT A light chain protease inhibition. inhibition, % at 10 µM. 360,000 tested, 0.17% active. multiplex microsphere protease substrate cleavage, flow cytometry; also: plate controls were buffer without enzyme for full effect and enzyme alone for no effect
# MazEF act – increases E. coli MazEF RNase cleavage of RNA | 350,000 tested, 0.32% active | P0AE70 | activation, % at 20 µM | FAM/BHQ RNA-DNA oligo cleavage fluorescence, 5 h; in the data active = activation above about 50%
# Target sequence (P0AE70 whole entry, looked up): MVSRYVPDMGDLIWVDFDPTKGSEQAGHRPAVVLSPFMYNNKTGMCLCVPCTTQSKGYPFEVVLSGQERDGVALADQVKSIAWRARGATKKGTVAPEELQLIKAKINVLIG
# PriA SSB inh – blocks PriA binding to SSB C-terminal tail. AlphaScreen SSBct-PriA binding, biotinylated peptide. 430,000 tested, 0.6% active. AID 1272365. inhibition, % at 33 µM; in the data active = inhibition mostly above about 37%, no sharp cut-off; inactive = mostly below about 20%;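 also: plate controls were negative control peptide for no effect and reference peptide for full effect; strong numbers were not always called active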
# BoNT-F LC inh – blocks Botulinum neurotoxin F light chain protease; Multiplex microsphere protease cleavage assay, flow cytometry; inhibition, % at 10 µM; AID 588497; 360,000 tested, 0.22% active; in the data active = inhibition above about 35%, passing the limit was not always enough; inconclusive = no clear call, values can overlap the other calls; also: plate controls were buffer without enzyme for full effect and enzyme alone for no effect
# PrPC surface inh – cell surface PrPC inhibition, primary TR-FRET screen; TR-FRET read-out; inhibition, % at 13.8 µM; 370,000 tested, 0.43% active; in the data active = inhibition above about 24%; also: 0% = median of the test wells and 100% = reference compound wells
# CCHFV vOTU inh – CCHFV vOTU protease inhibition; AID 651958; Pep-AMC fluorescence; 370,000 tested, 0.55% active; inhibition, % at 11.5 µM; in the data active = inhibition above about 30%; also: 0% = vehicle wells with enzyme and 100% = no enzyme wells
# Rv3671c inh – inhibits the M. tuberculosis serine protease Rv3671c | inhibition, % at 5.96 µM | 320,000 tested, 0.048% active | AID 2606; in the data active = inhibition above about 38%;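 also: extracellular domain of Rv3671c used as enzyme; 0% = enzyme with DMSO and 100% = no enzyme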
# Target sequence (P9WHR9 whole entry, looked up, the tested form may be a part): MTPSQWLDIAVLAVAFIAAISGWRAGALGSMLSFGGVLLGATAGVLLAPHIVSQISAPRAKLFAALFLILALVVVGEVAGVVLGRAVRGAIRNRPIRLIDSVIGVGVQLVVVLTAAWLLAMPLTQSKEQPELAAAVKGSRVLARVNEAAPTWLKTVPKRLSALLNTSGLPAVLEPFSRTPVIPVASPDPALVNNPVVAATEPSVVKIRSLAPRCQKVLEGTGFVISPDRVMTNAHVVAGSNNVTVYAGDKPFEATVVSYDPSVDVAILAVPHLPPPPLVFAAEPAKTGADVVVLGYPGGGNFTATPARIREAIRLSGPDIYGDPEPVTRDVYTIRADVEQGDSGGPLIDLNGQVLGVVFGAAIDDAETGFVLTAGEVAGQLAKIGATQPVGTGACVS
# * marks the source's active call; other numbers are inactive results; i = inactive; ? = inconclusive; . = no result given; & = joins results of further samples. Rule as the data show it, unless noted: active = inhibition above about 30%; inconclusive = no clear call, values can overlap the other calls; inactive = below that. A portion of the library. The share of hits here may be higher or lower than overall.
SMILES,SARS 3CLpro inh,Anthrax LF prot,VHR inh abs,BoNT A protease,MazEF act,PriA SSB inh,BoNT-F LC inh,PrPC surface inh,CCHFV vOTU inh,Rv3671c inh
CSCCC(NC(=O)C1CCC(C)CC1)C(=O)Nc1ccc(NC(C)=O)cc1 (centres undefined),4,0,-11,-2.2,5,-1,-3,-1,-5,4
CN1c2ccccc2C(C)(C)C12C=Nc1c(ccc3ccccc13)O2 (centres undefined),-2,-2,14,0.7,-8,-12,-3,-8,12,-68
O=C(c1ccccn1)N1CCN(S(=O)(=O)c2ccc(F)cc2)CC1,2,-4,3,-0.2,3,0,2,1,-11,-6
CCS(=O)(=O)c1ccc(O)c(NC(=O)Nc2ccccc2)c1,-5,-4,24,1.3,-1,-4,-2,-1,-13,3
COc1ccc(N(CC(=O)Nc2ccc3c(c2)OCO3)S(C)(=O)=O)c(OC)c1,-4,3,6,-0.7,-2,1,-6,7,-3,-3
CC(=O)Nc1ccc(C(=O)OCC(=O)NC2CCCCCC2)cc1,.,-2,.,-0.5,-5,.,-7,-7,8,.
O=C(N/N=C/c1ccccn1)NC12CC3CC(CC(C3)C1)C2,4,.,4,.,2,i,.,4,-2,10
CN1CCN(C2CC(=O)N(c3ccc4c(c3)OCCO4)C2=O)CC1 (centres undefined),-1,1,14,-0.3,-4,-1,-3,0,-4,-2
CN1C(=O)CC(N2CCN(C(=O)c3ccccc3)CC2)C1=O (centres undefined),5,0,20,0.0,-5,1,3,-4,16,7
COc1ccc(C)cc1NC(=O)CSc1nc2ccccc2nc1N1CCCC1,-1,10,21,18,-1,-23,2,-1,-4,2
OCC1(CCOc2ccccc2)CCN(Cc2ccc3cccc(F)c3n2)CC1,1,-5,20,-0.7,-6,-3,-3,4,14,4
Fc1ccc(CN2CCCCCCC2)c(F)c1,-9,-8,3,-1.0,-5,-6,3,1,-9,7
O=c1[nH]c2ccc(Cl)cc2c(-c2ccccc2)c1CN1CCOCC1,6,3,25,2.5,12,-9,4,3,-9,5
Cc1cc(C)n(-c2ccc(OCC(=O)O)nn2)n1,2,-1,-19,-2.1,3,-11,-3,1,-7,-2
O=S(=O)(NC1CC1)c1ccc(Br)cc1N1CCC[C@H]1CO,.,0,.,-0.8,1,-1,-7,7,7,.
C=CCS/C(N)=N\N=C\c1c(O)ccc2ccccc12,2,2,-3,-0.8,2,.,-3,-7,2,13
COc1ccc(OCCOC(=O)c2cccs2)cc1,0,2,-16,1.1,5,-46,10,-4,3,-5
COC(=O)c1sccc1NC(=O)c1cc(C)on1,-1,-1,-2,?,2,3,-9,.,.,-6
O=C1CC(NS(=O)(=O)c2ccc(F)cc2)CN1c1ccc2c(c1)OCCO2 (centres undefined),.,.,.,.,3,-5,.,-8,-4,11
CN(C)c1cc(Nc2ccc(O)cc2)c([N+](=O)[O-])c2nonc12,-5,-1,-27,0.2,4,3,8,-10,-5,-7
COc1ccc(C(=O)NC(C)C2CC3CCC2C3)c(OC)c1 (centres undefined),3,1,16,0.2,-1,-8,6,-6,5,15
CCOC(=O)c1ccc(S(=O)(=O)N2CCC(C(=O)NCc3ccccc3OC)CC2)cc1,.,.,.,.,-4,-6,.,-8,16,5
C/C(=N\NC(=O)c1ccc(Br)o1)c1cc2c(cc1NC(=O)CCC(=O)O)OCO2,-1,1,-13,-1.3,1,.,9,2,0,.
COc1ccc(C(OCC(O)CN2CCC(O)CC2)c2ccc(OC)cc2)cc1 (centres undefined),-3,-7,-3,-2.0,10,1,-9,4,-4,0

# Profiles as entered above. Order of screens: SARS 3CLpro inh	Anthrax LF prot	VHR inh abs	BoNT A protease	MazEF act	PriA SSB inh	BoNT-F LC inh	PrPC surface inh	CCHFV vOTU inh	Rv3671c inh
# Results for Cc1cc(C)n(-c2ccc(OCC(=O)O)nn2)n1 → 2	-1	-19	-2.1	3	-11	-3	1	-7	-2
# Results for COc1ccc(C(OCC(O)CN2CCC(O)CC2)c2ccc(OC)cc2)cc1 (centres undefined) → -3	-7	-3	-2.0	10	1	-9	4	-4	0
# Results for CCOC(=O)c1ccc(S(=O)(=O)N2CCC(C(=O)NCc3ccccc3OC)CC2)cc1 → .	.	.	.	-4	-6	.	-8	16	5
# Results for C/C(=N\NC(=O)c1ccc(Br)o1)c1cc2c(cc1NC(=O)CCC(=O)O)OCO2 → -1	1	-13	-1.3	1	.	9	2	0	.

# More results follow.
SMILES,SARS 3CLpro inh,Anthrax LF prot,VHR inh abs,BoNT A protease,MazEF act,PriA SSB inh,BoNT-F LC inh,PrPC surface inh,CCHFV vOTU inh,Rv3671c inh
Cc1ccc(C(C)C)c(OC(=O)/C=C/c2ccccc2)c1,2,-1,-4,-0.1,-9,-92,-13,-2,13,-3
O=C(C1CC1)N1CCc2cc(Br)c(S(=O)(=O)N3CCCCCC3)cc21,.,-5,.,0.3,1,-3,2,6,-17,.
CC(=O)N1CCC(=O)Nc2ccc([N+](=O)[O-])cc21,-3,0,25,-0.1,4,-12,1,-14,11,-4
Cc1c(NC(=O)COC(=O)c2c3c(nc4ccccc24)CCCC3)c(=O)n(-c2ccccc2)n1C,3,1,2,0.3,0,-9,-6,2,4,3
COc1ccc(-c2nc(CC(=O)O)cs2)cc1OC,2,.,-12,.,.,.,.,6,-8,-2
CC(C)c1cc(C(=O)Nc2cc(Br)ccc2O)no1,-1,-1,17,0.6,-3,-1,0,-6,8,-5
COc1ccc(CNc2nc(-c3cccnc3)nn2S(C)(=O)=O)cc1,5,-3,20,0.2,10,1,4,13,17,-1
CCOC(=O)c1ccccc1NC(=O)COC(=O)CC1CCCCC1,2,3,-12,3.8,-1,-59,10,-5,18,-3
Nc1c(N(CCCO)C(=O)C2CCCCC2)c(=O)[nH]c(=O)n1Cc1ccccc1,.,2,.,0.8,2,-5,1,0,-12,2
O=C1CC(NC2CCN(C(=O)c3cccc(F)c3)CC2)C(=O)N1 (centres undefined),-2,-16,-9,2.0,6,6,9,1,-11,9
COC(=O)c1c(N)c2ccccc2[nH]c1=O,-1,-3,-12,-0.9,2,1,-10,-4,5,-4
COC(=O)c1cc(C(=O)Cc2ccccc2)c[nH]1,-4,.,15,.,.,.,.,9,-5,0
CC(=O)NC(c1ccc(F)c(F)c1)c1nc(-c2ccc(F)c(Cl)c2)cs1 (centres undefined),.,-1,.,-0.1,.,.,1,8,20,.
CN(C)c1ccc(P(=O)(OCc2ccccc2)C(O)c2ccccc2F)cc1 (centres undefined),6,-7,-15,-0.9,11,-3,0,-1,-4,5
CCOC(=O)c1c(NC(=O)C(C)OC(=O)c2ccc(NC(=O)CC#N)cc2)sc2c1CCCC2 (centres undefined),.,4,.,-0.5,-14,-7,8,-5,15,-118
O=C(CN1CCC(NC(=O)c2cccc(F)c2)CC1)NCc1cccs1,-11,1,-6,0.4,1,-3,4,-4,-7,-1
CCCCCN(C(=O)CCC(=O)OCc1ccc(C(C)(C)C)cc1)c1c(N)n(CCCC)c(=O)[nH]c1=O,3,1,2,1.6,1,0,6,4,12,-1
C/C(=N\OCC(=O)OCC(=O)N(Cc1ccccc1)C(C)(C)C)c1ccc2c(c1)OCO2,.,-3,.,4.0,0,.,5,3,10,2
CSCCC(c1nnnn1C1CCCCC1)N1CCN(C/C=C/c2ccccc2)CC1 (centres undefined),.,-10,.,-0.3,.,.,0,-16,8,.
O=C(CN1C(=O)c2ccccc2C1=O)NC(Cc1ccccc1)C(=O)O (centres undefined),.,7,.,0.7,12,-7,-3,-5,-3,.
CC(Oc1ccc(F)cc1)C(=O)N1CCN(c2ncccn2)CC1 (centres undefined),3,-4,10,-0.6,-8,-11,9,5,8,-5
Nc1ncnc2c1ncn2[C@@H]1O[C@H](CN=C2NS(=O)(=O)c3ccccc32)[C@@H](O)[C@H]1O,.,-3,.,-0.3,7,-6,-2,-3,-4,1
O=C(Nc1ccc(C(=O)N2CCN(c3ccncc3)CC2)cc1)c1ccc(Br)o1,.,-3,.,-0.5,.,.,-1,-3,6,.
COc1ccccc1OCC(=O)NCC1CCCCC1,-6,2,-4,-1.9,5,-7,-3,5,-8,2
C[C@H](NC(=O)C1CC(=O)N(c2ccc3c(c2)OCCO3)C1)C(=O)N1CCCCC1 (some centres undefined),-2,4,12,-1.9,3,-4,9,-1,2,-2
COc1ccc(C2N(Cc3ccccc3)CCN2Cc2ccccc2)cc1[N+](=O)[O-],-3,0,42,-1.0,3,5,-11,-1,22,0
O=C(COC(=O)Cc1cccc(C(F)(F)F)c1)Nc1ccc2c(c1)OCCO2,5,-2,-5,-0.1,7,-4,-6,-2,12,1
CN(C)S(=O)(=O)N1CCN(C(=O)c2ccccc2)CC1,4,6,16,1.9,3,-3&-9,-5,-6,12,-5
Cc1ccc(NC(=O)Cc2sc(C)nc2-c2ccc(C)cc2)cc1,2,-1,18,0.9,8,-17,3,3,23,-16
CCN(CC)S(=O)(=O)c1cc(C(=O)Nc2ccc(Cl)cn2)ccc1C,3,-1,-4,0.2,6,-20,3,-14,10,-2
CC[C@H]1CN2CCc3cc(OC)c(OC)cc3C2C[C@@H]1C[C@H]1NCCc2cc(OC)c(OC)cc21 (some centres undefined),.,-12,.,-1.1,5,5,-18,92*,-6,-4
CCOC(=O)C1=C(C)N=C2SC(C(=O)OC)=CC(=O)N2C1c1cccc(OC)c1 (centres undefined),5,-2,-16,-0.5,-2,-5,-4,3,11,3
Cc1cccc(NC(=O)CSc2ccc(C(N)=O)cc2[N+](=O)[O-])c1C,-1,0,3,0.3,10,-9,0,-20,0,-16
CCN(CC)CCC(c1cc(OC)c(OC)c(OC)c1)c1c(O)cc(OC)cc1OC (centres undefined),.,-7,22,0.1,7,-24,-2,-5,2,-11
CSc1nc(O)c(C2OC(=O)c3ccccc32)c(=O)[nH]1 (centres undefined),-1,-1,10,-0.5,2,-3,6,-7,3,-2
Cc1ccsc1C(=O)N(C)CC(=O)Nc1ccccc1Br,.,.,.,.,-3,-8,.,5,7,.
CCC(=O)c1cc2c(C)cc(=O)oc2c(C)c1O,-5,-4,36,-0.7,2,-6,-2,-1,-5,-3
Cc1ccc2nc(NC(=O)CN(C)S(=O)(=O)c3cccc4nsnc34)sc2c1,0,-3,2,-1.3,-16,3,-25,-3,2,-7
CC(C)N(C(C)C)S(=O)(=O)c1ccc(N2CCc3ccccc3C2)nc1,0,0,10,0.1,5,-2,2,-3,14,7
CN1CCN(NC(=O)c2ccc(Br)c(S(=O)(=O)N3CCOCC3)c2)CC1,3,-1,-2,-0.6,11,1,6,5,11,7
Cc1ccc(N=Cc2c(O)n(-c3cc(Cl)ccc3N3CCOCC3)c(=O)c3ccccc23)cc1C,-1,-3,10,0.3,4,17,-7,4,8,-10
Cn1c(CSc2ccccc2)c(C#N)c2ccccc21,4,-6,1,-1.8,-5,-92,-14,0,3,-44
CC(C)Cn1cc(C(=O)NCCCOC(C)C)c2c3ccccc3n(C)c2c1=O,3,0,46,-0.5,-7,1,-3,-4,-33,-4
Cc1ccc(NC(=O)CN2CCOCC2)c(Br)c1,-3,-7,4,-2.1,-2,-16,?,1,-10,-3
Cc1cc(C(=O)Nc2ccc(Br)cc2)cs1,0,-1,18,-1.0,0,-8,-1,4,-8,3
CC(=O)C1(O)C(C)CC2C3CC(F)C4(O)CC(O)CCC4(C)C3CCC21C (centres undefined),.,-7,.,-0.4,5,-8,3,5,-24,.
COc1ccccc1C(=O)N/C(=C\c1ccccc1)C(=O)NCc1ccco1,-10,-4,14,0.9,6,-2,1,-6,19,0
CN(C)S(=O)(=O)c1cc(NC(=O)CSc2ncc(C(F)(F)F)cc2Cl)ccc1Cl,2,-2,-7,0.5,3,-1,-4,-4,-17,-39
O=C(O)CC(Cc1ccc(Cl)cc1)C(=O)Nc1ccccc1 (centres undefined),-2,16,0,-4.7,9,-17,-2,-10,5,0
